TEAD-YAP inh = TEAD-YAP interaction inhibition. HEK-TIYL cells, TEAD-Gal4/YAP UAS-luciferase luminescence. inhibition, % at 9.12 µM. 640,000 tested, 1.4% active; in the data active means inhibition above about 32%;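 further: 0% = median of test compound wells and 100% = reference inhibitor wells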
GPR151 activ = activates the human receptor GPR151; PathHunter beta-arrestin GPR151 cells, luminescence; Q8TDV0; 650,000 tested, 1% active; activation, % at 11.2 µM; in the data active means activation above about 4.9%;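 further: 0% = median of compound wells and 100% = cells with positive control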
Target sequence (Q8TDV0 whole entry, looked up): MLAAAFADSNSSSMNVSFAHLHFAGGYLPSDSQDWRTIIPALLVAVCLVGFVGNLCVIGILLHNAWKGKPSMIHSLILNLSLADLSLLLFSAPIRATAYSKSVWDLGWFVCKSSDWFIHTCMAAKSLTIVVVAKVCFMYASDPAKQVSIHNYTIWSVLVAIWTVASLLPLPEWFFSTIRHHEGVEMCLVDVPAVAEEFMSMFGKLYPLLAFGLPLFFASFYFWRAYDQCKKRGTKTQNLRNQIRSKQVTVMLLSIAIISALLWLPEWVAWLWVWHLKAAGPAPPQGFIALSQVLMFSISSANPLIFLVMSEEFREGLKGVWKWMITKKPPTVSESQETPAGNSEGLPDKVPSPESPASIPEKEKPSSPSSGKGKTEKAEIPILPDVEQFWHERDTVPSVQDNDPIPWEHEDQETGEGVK
MITF inh = human MITF inhibition, primary screen. O75030. AlphaScreen MITF homodimerization, bead proximity signal. inhibition, % at 2.6 µM. 650,000 tested, 0.91% active; in the data active means inhibition above about 50%;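 further: 0% = vehicle wells with protein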
Target sequence (O75030 whole entry, looked up): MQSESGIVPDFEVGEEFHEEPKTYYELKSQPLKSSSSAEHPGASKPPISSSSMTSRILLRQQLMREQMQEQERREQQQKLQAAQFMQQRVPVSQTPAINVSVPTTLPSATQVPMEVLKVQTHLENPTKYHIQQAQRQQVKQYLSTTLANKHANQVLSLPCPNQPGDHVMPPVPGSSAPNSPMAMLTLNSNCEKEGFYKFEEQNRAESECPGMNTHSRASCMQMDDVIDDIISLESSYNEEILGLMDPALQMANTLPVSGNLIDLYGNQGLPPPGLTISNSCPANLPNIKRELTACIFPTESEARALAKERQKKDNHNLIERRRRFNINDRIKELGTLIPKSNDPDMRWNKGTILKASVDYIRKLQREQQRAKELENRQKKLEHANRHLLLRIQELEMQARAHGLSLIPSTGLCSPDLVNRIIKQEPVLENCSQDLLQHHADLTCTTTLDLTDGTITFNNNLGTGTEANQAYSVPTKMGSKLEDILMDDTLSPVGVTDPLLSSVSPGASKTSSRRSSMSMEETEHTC
FBW7 activator = human FBW7 E3 ligase activation, primary screen; Q969H0; AlphaScreen FBW7–phospho-cyclin E peptide binding, activator screen; normalized activity (activation), % at 26.1 µM; 650,000 tested, 0.13% active; in the data active means normalized activity above about 1.9%;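 further: purified mutant Fbw7 with reduced substrate affinity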
* hit, by the source's call.

Sequence of screens: FBW7 activator	GPR151 activ	TEAD-YAP inh	MITF inh
CC1CCC(C(C)C)C(OP(N)(=O)c2ccc(N(C)C)cc2)C1 (centres undefined)
→ 0.0	2.8	-2.0	-5.6
CSc1ccc(CC2(CCC(=O)NC3Cc4ccccc4C3)CCC(=O)N2)cc1 (centres undefined)
→ 0.7	0.4	6.9	17.6
O=C1N[C@@H](COCc2ccccc2)C(=O)N2CCN(C(=O)Oc3ccccc3)C[C@H]12
→ -0.2	0.0	-9.5	-6.4
NS(=O)(=O)c1ccc(NC(=O)c2ccc3nc(-c4ccccc4)c(-c4ccccc4)nc3c2)cc1
→ 0.6	1.6	12.7	19.6
COc1cc([N+](=O)[O-])c2[nH]cc(CCN3C(=O)c4ccccc4C3=O)c2c1
→ -0.1	-0.6	-1.7	4.3
CCn1c(SCc2c(F)cccc2Cl)nc2c(c1=O)SCC2
→ -0.2	-1.1	-7.5	-1.9
Cc1ccc(-n2c(=O)[nH]c3c(C(N)=O)nc(C)nc32)cc1
→ 0.5	-0.5	8.7	-12.7
Cc1ccc(OCCn2cnc3ccccc32)c(C(C)C)c1
→ -0.1	0.2	-5.8	-0.1
O=C(CC(=O)c1ccccc1)Nc1cccc(S(=O)(=O)Nc2ccccc2)c1
→ 0.1	0.5	6.0	4.4
CCCCN1C(=O)c2c(Oc3ccccc3OC)cc([N+](=O)[O-])cc2Oc2ccccc21
→ -0.1	-0.8	-3.8	-10.7
CCN(C(=O)/C=C/c1ccc(OC)cc1)C1CCCCC1
→ -0.5	-0.6	-11.5	-14.8
CN(CC(=O)O)C1=NS(=O)(=O)c2ccccc21
→ -0.1	-1.7	3.5	-1.1
COc1ccccc1C1(NC(=O)c2ccc3c(c2)CCN3S(C)(=O)=O)CCCC1
→ 0.4	0.8	5.9	10.9
CCN1CCN(c2ccc(N=Cc3ccccc3O)cc2)CC1
→ -0.3	0.3	2.2	12.2
COc1ccc(/C=C(\C#N)c2nc(-c3cc4ccccc4oc3=O)cs2)cc1OC
→ -0.1	0.4	-10.1	6.8
COc1cccc(NC(=O)C2CC(=O)N(C)C(=Nc3ccccc3)S2)c1 (centres undefined)
→ -0.1	-1.3	8.0	-1.6
CCN(Cc1ccncc1)Cc1ccc(C(=O)NC23CC4CC(CC(C4)C2)C3)c(=O)[nH]1
→ -0.1	0.1	-6.9	-4.0
CN(C(=O)Cc1ccc(O)cc1)c1nc2c(s1)CCc1occc1-2
→ 0.0	1.9	0.9	11.5
CCCOC(=O)C(CC)Oc1ccc2c(=O)c(-c3ccc(Cl)cc3)coc2c1 (centres undefined)
→ 0.0	-0.2	-0.2	-5.2
O=C(COc1cccc(C(F)(F)F)c1)N1CCc2ccccc21
→ -0.1	-1.2	-20.5	5.6
Cc1cc(C(C#N)c2cccs2)n2ncnc2n1 (centres undefined)
→ 0.9	-0.1	7.7	15.5
C=CCN1C(=S)NC2c3cccc(OCC)c3OC1(C)C2C (centres undefined)
→ -0.1	0.5	2.7	1.7
CCCCCNC(=O)c1c[nH]c2ccc(S(=O)(=O)N3CCc4ccccc43)cc2c1=O
→ 0.0	-0.2	-10.6	0.4
O=C(OC(C(=O)NC1CCCCC1)c1cccnc1)c1ccco1 (centres undefined)
→ 0.0	-0.8	11.5	7.4
CC(C)NC(=O)c1ccccc1NC(=O)C(Cl)Cl
→ 0.2	-0.2	1.9	14.5
Cn1c(=O)oc2cc(S(=O)(=O)NCCC(=O)NCc3ccc(F)cc3)ccc21
→ 0.2	-0.7	13.2	12.8
CS(=O)(=O)N(CC(=O)N1CCc2ccccc2C1)c1cccc([N+](=O)[O-])c1
→ -0.3	1.7	-2.1	4.3
O=C1c2ccccc2NC2(CCN(Cc3ccccc3)CC2)N1O
→ -0.1	-1.4	3.5	23.1
CC(C)=C1C2C=CC1C1C(=O)N(c3ccc(C)cc3[N+](=O)[O-])C(=O)C21 (centres undefined)
→ -0.1	0.2	-2.5	-1.1
COc1ccc(C2CC(=O)C3=C(C2)Nc2ccccc2NC3c2cc([N+](=O)[O-])ccc2Cl)cc1 (centres undefined)
→ 0.3	-0.1	-20.8	7.1
CC1(CC(=O)N/N=C/c2c3ccccc3cc3ccccc23)OCCO1
→ 0.0	0.9	-4.4	-11.4
O=C(CCCn1c(=S)[nH]c2ccsc2c1=O)NCc1cccc(Cl)c1
→ 0.0	1.2	-0.7	1.0
Clc1nc(NCCOc2ccccc2)c2ncn(C3CCCCC3)c2n1
→ 0.1	-0.9	-1.1	8.0
O=C1c2cccnc2C(=O)N1C1CCCCC1
→ -0.2	0.7	-2.4	-0.3
Cc1ccc(C(=O)CN2CCC(NC(=O)Cc3ccccc3)CC2)cc1
→ 0.3	-0.4	-24.0	16.1
O=S(=O)(Nc1cccc(F)c1)c1cccc(S(=O)(=O)c2ccccc2)c1
→ 0.1	-1.0	-0.6	-13.4
COc1ccc(C(CC(=O)N2CCc3ccccc32)NS(=O)(=O)c2ccc(OC)cc2)cc1 (centres undefined)
→ 0.4	-1.7	-2.3	15.7
CN(Cc1ccccc1)Cc1c(O)ccc2c(=O)c(-c3ccccc3Cl)coc12
→ 0.1	-0.2	1.9	4.7
O=C(Nc1ccc(Br)cn1)c1cc(-n2cnnc2)ccc1Cl
→ 0.1	0.5	-8.3	6.3
N=C1S/C(=C\c2ccc(-c3cc(Cl)cc(Cl)c3)o2)C(=O)N1c1nccs1
→ -0.2	-0.2	3.6	3.6
CCOC(=O)C(=O)Nc1c(C(=O)Nc2cccc(OC)c2)oc2ccccc12
→ -0.1	-2.5	-7.0	9.1
CCCCN1C(=O)CN(C2CCC(C)CC2)C(=O)C1c1ccc(OCCC)c(OC)c1 (centres undefined)
→ 0.0	0.4	-6.4	4.4
COC(=O)c1ccc(NC(=S)NC(=O)c2ccccc2[N+](=O)[O-])cc1
→ -0.2	1.7	-18.9	0.7
Cc1cccc(-n2c(CNC(=O)c3ccccc3)nnc2SCC(=O)N2N=C(c3cccs3)CC2c2ccc(F)cc2)c1C (centres undefined)
→ 0.0	2.8	-0.4	5.0
CCOc1ccc(NS(=O)(=O)c2ccc(C)cc2)cc1
→ 0.1	0.2	3.8	-3.3
O=C(NCCc1ccccc1)c1cccn2c(=O)c3ccccc3nc12
→ 0.5	-0.7	3.4	4.7
O=c1c([N+](=O)[O-])nnc2nc(-c3ccccc3)[nH]n12
→ 0.3	-9.0	-3.0	22.5
O=C(c1ccco1)N1CCN(C2CCCCC2)CC1
→ -0.1	-0.4	-5.2	30.4
O=C(OC1CCOC1=O)c1sc2ccccc2c1Cl (centres undefined)
→ 0.1	-0.7	10.2	8.6
O=C(O)Cc1ccc(NC(=O)c2cccc(NC(=O)c3ccco3)c2)cc1
→ 0.7	-0.6	6.7	10.9
S=C(NCCc1c[nH]c2ccccc12)NC1CC1
→ -0.3	-0.8	2.0	1.8
COc1cccc(-c2ccc(OCc3ccccn3)nc2)c1
→ -0.2	-0.8	-49.8	-0.3
COc1ccc(Br)cc1C1C2=C(CC(C)(C)CC2=O)OC2=C1C(=O)CC(C)(C)C2
→ -0.2	1.7	-2.2	1.6
COc1ccc(/C=C(\NC(=O)c2ccccc2)C(=O)NCCc2ccccc2)cc1
→ 0.2	0.4	5.4	5.0
COc1ccc(-c2nnc3ccc(SCC(=O)Nc4ccccc4F)nn23)cc1
→ -0.1	0.9	12.4	1.3
CC(=O)Nc1nc(C)c(-c2cn3cccnc3n2)s1
→ -0.2	-0.7	-13.6	1.6
Cc1cc(OCC(=O)Nc2cccc(-c3nc4ncccc4o3)c2)cc(C)c1Cl
→ 0.8	0.8	0.9	14.5
CCc1c(C)sc(NC(=O)c2cc3nc(-c4ccc(OC)cc4)cc(C(F)(F)F)n3n2)c1C(=O)OC
→ 0.4	0.1	-1.2	4.1
COC(=O)c1ccc(NC(=S)NNC(=O)c2ccccc2)cc1
→ -0.2	0.5	-42.8	-9.2
COc1ccc(NC(=O)C2C3C=CC4(O3)C2C(=O)N(C2CCCCC2C)C4C(=O)NC2CCCC(C)C2C)cc1 (centres undefined)
→ 0.1	-0.8	0.5	14.7

(continued)
Sequence of screens: FBW7 activator	GPR151 activ	TEAD-YAP inh	MITF inh
CCOc1ccc(C2NC(=O)NC3=C2C(=O)N(CCc2ccccc2)C3)cc1 (centres undefined)
→ 0.0	-1.2	-3.9	-2.3
Cc1nc2cc(NCc3ccncc3)ccc2n1C
→ -0.1	0.0	-8.1	-4.8
O=C(CC(c1ccco1)C1CCCCC1=O)c1ccccc1 (centres undefined)
→ 0.0	2.6	11.9	8.7
COc1nc(NCC(C)C)nc(Oc2ccc(=O)n(C)n2)n1
→ -0.1	-0.9	3.6	14.7
CCC(C)NC(=O)c1cc2sc(Cl)cc2n1CC (centres undefined)
→ 0.0	-0.2	5.1	9.8
O=C1CC(c2ccccc2)CC2=C1C(c1ccco1)Nc1ccc(C(=O)c3ccccc3)cc1N2 (centres undefined)
→ -0.2	-0.9	-5.3	3.1
Nc1ccc(Cl)c[n+]1Cc1cccc2cccnc12
→ 0.1	0.5	-0.8	-1.6
CCN(CC)c1ncnc2sc(C(=O)Nc3ccc4c(c3)OCO4)c(C)c12
→ -0.2	1.2	-41.1	-0.8
Cc1ccc(/C=N/NC(=O)COc2ccccc2Cl)c(O)c1
→ -0.7	-0.5	-4.9	2.8
CC(=O)NNC(=O)CSc1nnc2c(C)cc3ccccc3n12
→ 0.1	0.5	-3.4	-1.1
COc1ccc(CN2CCOc3ccc(CN4CCC(O)CC4)cc3C2)c(OC)c1OC
→ -0.3	-0.2	0.9	4.5
O=C(Nc1ccc(O)cc1)c1cc2ccccn2n1
→ 0.3	-2.9	55.8*	6.4
O=C(CNC(=O)c1ccco1)OCC(=O)c1cccc2ccccc12
→ 0.5	0.2	16.2	-0.1
COc1cc(OC)c(OC)cc1CN1CCN(C(C)C)C(CCO)C1 (centres undefined)
→ 0.0	1.4	8.7	6.4
O=C(CCc1ccco1)N1CCCC(CNS(=O)(=O)c2cccs2)C1 (centres undefined)
→ -0.1	-0.5	-12.1	-2.1
CCCN(CCC)S(=O)(=O)c1ccc(C(=O)NNC(=O)c2cccs2)cc1
→ 0.0	0.2	4.6	5.8
O=C(O)c1ccc(NS(=O)(=O)c2ccc(Oc3ccccc3)cc2)cc1
→ 0.0	0.1	-5.6	5.9
Cc1ccc(N2C(=O)CSC2c2ccc3c(c2)OCO3)cc1 (centres undefined)
→ -0.1	1.3	-1.7	2.4
Cc1cc(C(=O)Nc2cccc(NC(=O)c3cccs3)c2)ccc1[N+](=O)[O-]
→ 0.5	-0.6	-12.0	-1.5
COc1ccccc1C(=O)Nc1cccc(N2CCC(NCCc3ccco3)CC2)c1
→ -0.3	0.4	44.4*	3.0
CCOC(=O)Cc1csc(SCC(=O)Nc2cccc(C#N)c2)n1
→ -0.1	2.7	-16.4	4.4
CCOC(=O)N1CCN(c2c(NCc3ccccc3)c(=O)c2=O)CC1
→ 0.2	0.1	56.0*	-4.6
O=C(c1cc(S(=O)(=O)N2CCCCC2)c[nH]1)N1CCc2ccccc21
→ 0.5	-1.4	3.9	12.5
CC1(C)C2([N+](=O)[O-])CN3CC1([N+](=O)[O-])CN(C2)C3c1ccc(F)cc1 (centres undefined)
→ -0.1	0.6	-9.2	1.6
Cc1ncn(-c2ccc(Nc3nccc(-c4ccc(S(C)(=O)=O)cc4)n3)cc2)n1
→ 0.2	-0.4	0.0	10.4
COCCOC(=O)C1=C(C)NC(SCC(=O)Nc2cccc(OC)c2)=C(C#N)C1c1ccccc1Cl (centres undefined)
→ 0.1	0.7	-3.6	-6.4
CC1=C(C(=O)Nc2ccccc2)C(c2cccs2)C(C#N)=C(SCC(=O)Nc2ccc(Br)cc2)N1 (centres undefined)
→ 0.5	-0.7	13.1	21.5
COc1cc2c(cc1OC)C(C)N(C(=O)c1cnn3c(C(F)(F)F)cc(-c4ccc(C)cc4)nc13)CC2 (centres undefined)
→ 0.1	0.2	-0.8	1.4
COc1ccc2[nH]c(C(=O)O)c(CCN)c2c1
→ 0.4	-0.2	-3.7	-1.6
O=C(O)CC(C(=O)Nc1ccc(Cl)cc1)N1CCCC1 (centres undefined)
→ -0.1	-0.5	-3.9	-2.8
COc1ccc(N(C(=O)CC2CCCCC2)C2C=CS(=O)(=O)C2)c(OC)c1 (centres undefined)
→ -0.1	0.6	3.6	3.2
CCc1ccc(NC(=O)c2nc(S(=O)(=O)CC)ncc2Cl)cc1
→ -0.1	-0.6	0.1	3.5
Cc1ccc(C)c(CS(=O)(=O)CC2Nc3ccc(C(=O)N4CCN(c5cccc(C(F)(F)F)c5)CC4)cc3NC2=O)c1 (centres undefined)
→ -0.1	2.4	11.4	6.9
O=C(NCC1CCC2(CCN(CCCc3ccccc3)CC2)O1)c1ccc(F)cc1 (centres undefined)
→ -0.1	2.1	5.3	17.5
FC(F)(F)c1cccc(-n2cc(-c3ccccc3)c3c(N4CCN(c5ccccc5Cl)CC4)ncnc32)c1
→ 0.0	1.8	-2.6	11.7
CCOC(=O)c1c(-c2ccccc2)oc2c1cc(OC(=O)C(C)C)c1ccccc12
→ 0.1	-0.3	-3.4	0.0
COc1cc(/C=C(\C#N)c2nn(-c3ccccc3)c(N)c2C#N)c(Br)cc1OCc1ccc(Cl)cc1Cl
→ -0.1	-0.1	-8.4	-0.5

Single entries from the results shown.
COc1cc2c(cc1OC)C(C)N(C(=O)c1cnn3c(C(F)(F)F)cc(-c4ccc(C)cc4)nc13)CC2 (centres undefined) in MITF inh shows 1.4
FC(F)(F)c1cccc(-n2cc(-c3ccccc3)c3c(N4CCN(c5ccccc5Cl)CC4)ncnc32)c1 in GPR151 activ shows 1.8
COc1ccc2[nH]c(C(=O)O)c(CCN)c2c1 in GPR151 activ shows -0.2

From PubChem BioAssay

Outcome played no part in choosing rows; overall some 3.5% were active at least once.
